# mIAP act = increases mouse intestinal alkaline phosphatase activity | muIAP, CDP-Star luminescence, 30 min; hits give high values; 1 = vehicle-only enzyme signal, 0 = enzyme-free wells | activation factor at 10 µM | 330,000 compounds, 0.24% hits | AID 2805;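 active = activation factor of at least 2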; note: the source names both 10 and 20 µM as test concentration; values of inactives mirror those of a sister screen read the other way
#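 Assay system: mouse IAP enzyme / Compound: DMSO-dissolved test compounds / Timing: 30 min, room temperature / Measured by: luminescence from enzymatic CDP-Star hydrolysis / Control set: DMSO-only wells, enzyme-free buffer wells as negative control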
# hIAP act = human IAP activation | P09923 | purified human IAP, CDP-Star luminescence, 30 min; hits give high values; 1 = vehicle-only enzyme, 0 = enzyme-free background | activation factor at 10 µM | 330,000 compounds, 0.16% hits | AID 2524;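 active = activation factor of the enzyme at least 2-fold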; note: the source names both 10 and 20 µM as test concentration; values of inactives mirror those of a sister screen read the other way
# Target sequence (P09923 whole entry, looked up): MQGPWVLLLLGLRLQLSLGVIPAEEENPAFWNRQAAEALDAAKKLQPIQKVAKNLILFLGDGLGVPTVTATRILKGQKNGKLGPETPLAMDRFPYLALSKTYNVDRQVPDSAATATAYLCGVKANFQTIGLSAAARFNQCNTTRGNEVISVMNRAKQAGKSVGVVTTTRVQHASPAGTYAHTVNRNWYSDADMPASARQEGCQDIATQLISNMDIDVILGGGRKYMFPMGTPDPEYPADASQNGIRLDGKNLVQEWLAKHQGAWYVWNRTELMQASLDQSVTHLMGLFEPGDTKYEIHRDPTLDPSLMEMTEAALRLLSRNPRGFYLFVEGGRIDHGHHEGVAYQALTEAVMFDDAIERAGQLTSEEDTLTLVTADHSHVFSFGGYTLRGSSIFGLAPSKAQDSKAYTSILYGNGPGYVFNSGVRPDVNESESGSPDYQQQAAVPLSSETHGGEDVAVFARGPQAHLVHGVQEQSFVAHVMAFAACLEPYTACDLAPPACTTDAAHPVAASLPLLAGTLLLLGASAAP
# PfGluPho inh = PfG6PD (Plasmodium falciparum) enzyme inhibition; PfGluPho enzyme, NADPH resazurin-diaphorase fluorescence; inhibition, % at 20 µM; 350,000 compounds, 0.78% hits; AID 504690;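 active = inhibition reaching at least a set limit at 20 µM in the primary screen, cut at about 59% in these data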;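 note: 0% = DMSO wells with substrate and 100% = DMSO wells lacking glucose-6-phosphate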
# ATG4B inhibitor = blocks human ATG4B protease cleavage of LC3 substrate; Q9Y4P1; ATG4B cleavage of LC3-PLA2, NBD-HPC fluorescence, 1 h; inhibition, % at 8.33 µM; 340,000 compounds, 0.51% hits; in the data active = inhibition above about 40%
# Target sequence (Q9Y4P1 whole entry, looked up): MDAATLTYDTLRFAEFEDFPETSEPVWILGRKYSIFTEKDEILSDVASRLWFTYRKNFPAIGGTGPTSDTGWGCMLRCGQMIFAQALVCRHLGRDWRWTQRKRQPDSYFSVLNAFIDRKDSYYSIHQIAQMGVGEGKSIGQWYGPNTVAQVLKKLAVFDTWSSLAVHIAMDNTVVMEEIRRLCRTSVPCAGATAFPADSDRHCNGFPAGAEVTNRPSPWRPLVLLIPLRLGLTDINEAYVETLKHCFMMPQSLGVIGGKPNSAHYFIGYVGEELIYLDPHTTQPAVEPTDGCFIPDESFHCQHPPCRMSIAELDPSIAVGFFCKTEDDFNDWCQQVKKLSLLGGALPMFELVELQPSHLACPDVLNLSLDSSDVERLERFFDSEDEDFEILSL
# HKDC1 inhibitor = blocks human hexokinase HKDC1 activity; Q2TB90; AID 493160; recombinant HKDC1, G6PDH/diaphorase resazurin coupled fluorescence; inhibition, % at 20 µM; 340,000 compounds, 0.16% hits;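 active = inhibition above about 35% when tested at 20 µM, limit read from the data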;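 note: plate controls were DMSO wells with enzyme for no effect and DMSO wells lacking enzyme for full effect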
#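 Material: recombinant HKDC1 hexokinase; Amount: HKDC1 at 5 µg/mL; Medium: Tris pH 8.0 buffer with MgCl2, Tween-20, BSA, BME; Schedule: 90 min reaction incubation at room temperature, dark; Technique: coupled resazurin fluorescence, excitation 525 nm, emission 613 nm.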
# mIAP inh = blocks mouse intestinal alkaline phosphatase; AID 2806; 330,000 compounds, 0.2% hits; purified mouse IAP, CDP-Star luminescence, 30 min; inhibition, % at 10 µM;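 active = inhibition of at least 40% at 10 µM in the primary screen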;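 note: plate controls were DMSO with enzyme for no effect and no enzyme wells for full effect; values of inactives mirror those of a sister screen read the other way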
# hIAP inh = blocks human intestinal alkaline phosphatase. purified IAP, CDP-Star luminescence, 30 min. inhibition, % at 10 µM. 330,000 compounds, 0.12% hits. AID 2544;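 active = inhibition reaching a set limit with compound at 10 µM in the primary screen, cut at about 35% in these data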;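 note: plate controls were DMSO wells with enzyme for no effect and no-enzyme buffer wells for full effect; values of inactives mirror those of a sister screen read the other way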
# A3A deaminase = blocks human APOBEC3A ssDNA deamination | AID 493011 | 330,000 compounds, 0.41% hits | P31941 | recombinant A3A, FAM/TAMRA ssDNA deamination fluorescence | inhibition, % at 20 µM;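 active = at least 40% inhibition at 20 µM here, with at most 30% in a related deaminase screen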;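 note: plate controls were A3A with DMSO for no effect and wells lacking A3A enzyme for full effect; some results filed as inactive read as strong as hits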
# Active calls of the source: *. This is a random part of the collection (roughly 2.4% active in at least one column).
SMILES,mIAP act,hIAP act,PfGluPho inh,ATG4B inhibitor,HKDC1 inhibitor,mIAP inh,hIAP inh,A3A deaminase
CCS(=O)(=O)c1ccc(O)c(NC(=O)COc2ccc(C)cc2)c1,0.94,1.1,-2,-16,2,6,-12,1
CCCCNC(=O)c1onc(CSc2ccc(Cl)cc2)c1C(=O)NCCCC,0.91,0.78,45,1,2,9,22,2
Cc1cccc([C@@H]2C[C@H]3CN(Cc4cccc(Cl)c4)C(=O)[C@]34CCCN24)n1,0.91,1.2,-1,-10,-10,9,-16,-2
O=C(COC(=O)c1cc([N+](=O)[O-])ccc1N1CCOCC1)Nc1ccccc1OC(F)F,0.95,1,-2,-13,2,5,-4,4
CCOC(=O)C1CCN(C(=O)Cn2cccc2C(=O)c2ccccc2)CC1,1.1,1,-11,-9,2,-7,0,0
O=C(c1ccc2ncsc2c1)N1CCN(c2ccccc2Cl)CC1,0.97,0.97,30,-15,-1,3,3,3
CCOC(=O)c1c(NC(=O)C(=O)N/N=C(\C)c2ccc(OC)cc2)sc2c1CCCCC2,0.93,1.2,-20,2,6,7,-21,-1
O=C(CCSc1ccccc1)NC1CCCC1,0.94,1.1,-13,-7,1,6,-7,0
Cc1cc(N2CCCC2=O)ccc1S(=O)(=O)Nc1c(C)nn(C)c1C,1,0.93,-9,4,9,0,7,1
COC(=O)COn1c(-n2nc(C)cc2C)nc2ccccc2c1=O,0.94,0.86,-19,0,4,6,14,-3
C[C@H](CO)N1C[C@H](C)[C@@H](CN(C)C(=O)Nc2ccccc2)Oc2ccc(NC(=O)c3ccncc3)cc2C1=O,1,1.1,23,2,-1,-1,-8,-1
COCc1ccc(C(=O)NC2CC(C)(C)Cc3c2cnn3-c2ccc(C)cc2)o1 (stereo not given),1,1.1,-19,6,-4,-5,-7,-6
Cc1ccc(C(=O)N2CCN(C(=O)N3CCOCC3)CC2)cc1,0.94,1,-13,-1,2,6,-5,-2
CC1CCc2nn(CC(=O)NC3CCCC3)cc2C1 (stereo not given),0.93,1,3,-3,-6,7,0,0
COC(=O)Cc1c(C)nc2nc(-c3ccc(OC)cc3)[nH]n2c1=O,0.94,1,10,-8,-2,6,0,-1
CC(=O)c1ccc(NC(=S)NC(=O)/C=C/c2ccccc2)cc1,0.85,1.2,9,-3,-4,14,-21,2
CC#CC(=O)NC1CCCN(C2Cc3ccccc3C2)C1 (stereo not given),0.99,0.96,-3,15,7,1,4,-4
CCc1nnc(SCC(=O)Nc2nc(C)c(C(=O)N(C)C)s2)n1CC,1,0.86,-7,-1,2,0,14,-2
Fc1ccc(C2CCCCN2Cc2nc(CC3CC3)no2)cc1 (stereo not given),1,1,4,-3,3,-4,-3,-1
Cc1nc(-c2ccccc2)sc1C(=O)/C=C/c1ccccc1,0.82,0.99,3,24,26,18,1,-5
O=C(CCSc1ccccc1)Nc1nnc(-c2ccccc2)o1,1,1.1,-10,3,4,-4,-8,1
CCCC(=NCCc1c(C)[nH]c2ccccc12)C1=C(O)CC(c2ccccc2)CC1=O (stereo not given),1,1,-6,28,21,-4,0,-7
Cc1ccc(-c2ccc(OCC(=O)N3CCOCC3)cc2)cc1,0.98,1,3,-14,-3,2,-3,-9
Cn1cccc1CC(=O)NNC(=O)Nc1ccc(F)cc1,1,1,-2,1,-4,-4,0,-10
O=C(c1ccc(N2CCCC2=O)cc1)N1CCCCCC1,0.99,0.89,-12,-8,-7,1,11,-2
CC(Nc1nc(-c2cccnc2)nc2ccccc12)c1ccc(F)cc1 (stereo not given),1,0.88,46,-20,-3,-5,12,4
CN(C)/C=N/c1ncn(-c2ncc(C(F)(F)F)cc2Cl)n1,1,1.1,0,5,-2,-4,-13,2
CCOc1ccccc1N(CC(=O)OC)S(C)(=O)=O,0.92,0.82,3,-1,-7,8,18,1
O=C(CSc1nnnn1-c1cccc2c1CCCC2)N1CCCCC1,0.92,1,-6,-10,-1,8,-1,-4
O=C(N=C1SC2CS(=O)(=O)CC2N1Cc1ccc(F)cc1)C1CC1 (stereo not given),1,0.92,-4,-5,-5,0,8,1
CS(=O)c1ccccc1COC(=O)Nc1ccccc1 (stereo not given),0.99,1.2,-10,1,-6,1,-16,1
Cc1ccc(NC(=O)CNCc2ccccc2)cc1Br,1.1,1.2,9,3,-3,-10,-20,-2
O=C(Nc1ccc(Cl)cc1)C1CCCN(c2ncnc3c2nc2n3CCCCC2)C1 (stereo not given),1.2,1.4,13,1,7,-23,-37,2
COc1cc(CNC2CCCC2)c(Br)cc1OC1CCCC1,1,1.1,-12,5,-5,-4,-9,3
Cc1noc(C)c1C(=O)Nc1cccc2ncccc12,0.99,0.93,-12,6,-3,1,8,-4
COc1ccc(C(=O)Nc2cc(C)c(NC(=O)c3ccccc3OC)cn2)cc1,0.99,0.98,79*,-8,-4,1,2,0
CC(C)Cc1nnc(NC(=O)CCC(=O)NC2CC2)s1,1,0.94,-6,0,-2,-4,6,-2
CN(C)/C=C1/Sc2ccccc2C1=O,0.84,1.1,-10,-5,-3,16,-8,3
O=C(O)CCC(=O)NNC(=O)c1cccc(Cl)c1,1,1.2,2,1,-14,0,-16,3
c1ccc(OCc2nc(-c3ccncc3)no2)cc1,0.99,1.1,3,-2,-1,1,-5,-3
CC(C)NC(=S)N/N=C/c1cccs1,1,1.2,14,-12,-8,-1,-22,-5
CC(C)N1C(=O)N(c2ccccc2)C(C)(O)CC1(C)C (stereo not given),0.99,1.1,-3,-10,-6,0,-10,-3
CC(C)NC(=O)C(=O)NCc1ccccn1,1,0.93,1,0,2,-2,7,2
CCOc1ccc(OCC)c(NC(=O)CN(C)S(=O)(=O)c2cnc[nH]2)c1,0.92,1,18,-2,-2,8,-4,-4
CN(Cc1cccc(Cl)c1Cl)C(=O)CCNC(=O)c1ccco1,0.97,1.1,-6,8,1,3,-12,1

# Arranged by molar mass (rising): part of the list above.
SMILES,mIAP act,hIAP act,PfGluPho inh,ATG4B inhibitor,HKDC1 inhibitor,mIAP inh,hIAP inh,A3A deaminase
CN(C)/C=C1/Sc2ccccc2C1=O,0.84,1.1,-10,-5,-3,16,-8,3
CC(C)NC(=O)C(=O)NCc1ccccn1,1,0.93,1,0,2,-2,7,2
CC(C)NC(=S)N/N=C/c1cccs1,1,1.2,14,-12,-8,-1,-22,-5
c1ccc(OCc2nc(-c3ccncc3)no2)cc1,0.99,1.1,3,-2,-1,1,-5,-3
O=C(O)CCC(=O)NNC(=O)c1cccc(Cl)c1,1,1.2,2,1,-14,0,-16,3
CC(C)N1C(=O)N(c2ccccc2)C(C)(O)CC1(C)C (stereo not given),0.99,1.1,-3,-10,-6,0,-10,-3
CS(=O)c1ccccc1COC(=O)Nc1ccccc1 (stereo not given),0.99,1.2,-10,1,-6,1,-16,1
CC(C)Cc1nnc(NC(=O)CCC(=O)NC2CC2)s1,1,0.94,-6,0,-2,-4,6,-2
Cc1ccc(NC(=O)CNCc2ccccc2)cc1Br,1.1,1.2,9,3,-3,-10,-20,-2
COc1cc(CNC2CCCC2)c(Br)cc1OC1CCCC1,1,1.1,-12,5,-5,-4,-9,3
CCOc1ccc(OCC)c(NC(=O)CN(C)S(=O)(=O)c2cnc[nH]2)c1,0.92,1,18,-2,-2,8,-4,-4
COc1ccc(C(=O)Nc2cc(C)c(NC(=O)c3ccccc3OC)cn2)cc1,0.99,0.98,79*,-8,-4,1,2,0

# Additional records follow:
SMILES,mIAP act,hIAP act,PfGluPho inh,ATG4B inhibitor,HKDC1 inhibitor,mIAP inh,hIAP inh,A3A deaminase
CC1(C)CC2CC(C)(CN2C(=O)COC(=O)c2ccc(O)cc2O)C1 (stereo not given),0.98,0.96,14,-9,-1,2,4,19
Cc1ccccc1Cn1nc(C)c(NC(=O)C2c3ccccc3Oc3ccccc32)c1C,4.5*,1.1,-6,8,-11,-349,-6,0
CCn1cc(CCCC(=O)NCc2cccnc2)c2ccccc21,1.1,1.1,-2,-2,-3,-6,-15,-5
COc1ccc([N+](=O)[O-])cc1NCc1ccccc1C,1,1.3,12,22,4,0,-26,0
CCCCc1cc(=O)oc2c(CN3CCCC3)c(O)c(Cl)cc12,0.98,1.2,12,6,11,2,-18,-6
O=S(=O)(c1ccc(Cl)cc1)n1c(Cc2ccccc2)nc2ccccc21,0.9,0.9,4,-3,-8,10,10,1
CC(C)[C@H](Nc1nc(-c2ccccc2)nc2c1oc1ccccc12)C(=O)O,0.98,0.97,-11,20,-1,2,3,0
CCn1c(SCC(=O)NC2CCCCC2)nnc1-c1ccco1,0.91,1,4,-4,-4,9,-1,0
Cc1cccc(C(=O)NNC(=O)c2ccccc2-n2cccc2)c1,0.8,1.2,6,4,-11,20,-16,2
Cc1ccc(NC(=O)c2c(C(F)(F)F)nn(C)c2SCc2cccc(C(F)(F)F)c2)cc1C,0.98,0.96,32,-2,3,2,4,2
CN1CCN(c2ccccc2NC(=O)c2ccc(-c3ccc(Cl)c(Cl)c3)o2)CC1,0.91,0.91,17,-9,7,9,9,-2
COc1ccc(-c2nc3ccccc3c(=O)n2CCOc2cccc(C)c2C)cc1,0.89,0.92,4,-1,0,11,8,-1
CN(Cc1ccccc1)C(=O)CC(c1ccccc1)c1cc(Cl)ccc1O (stereo not given),0.98,1.1,7,-10,-3,2,-9,-7
O=C(CCC(=O)c1cccs1)NCCc1ccc(F)cc1,0.98,1,-1,0,0,2,-4,0
COC(=O)c1c(NC(=O)C2C3C=CC(CC3)C2C(=O)O)sc(C)c1C (stereo not given),1.1,1,-15,-5,-8,-6,-1,2
O=C(COc1ccccc1C(=O)NCc1ccncc1)Nc1ccc(Br)cc1,1.2,1.1,6,-2,-1,-22,-5,4
Cc1cc(C)nc(NS(=O)(=O)c2ccc(NC(=O)CCN3C(=O)c4ccccc4C3=O)cc2)n1,0.98,0.96,-23,-2,-3,2,4,1
COc1ccccc1NC(=O)CN(c1ccc([N+](=O)[O-])cc1)S(=O)(=O)c1ccccc1,0.89,0.93,-15,2,-6,11,7,-1
CC(=O)CCc1ccc(OCC(O)CNC2CCCc3ccccc32)cc1 (stereo not given),1,1.1,-1,3,2,-4,-15,-3
Cc1cccc(NC(=O)CSCC(=O)N(C)CC(=O)Nc2cccc(F)c2)c1,1.1,1.3,26,-4,6,-7,-26,4
C=C(C)C(=O)Nc1nnc(-c2cccs2)s1,1,1.2,3,-3,-5,-3,-18,-2
CCOC(=O)c1ccc(NC(=O)COC(=O)Cc2csc(-c3ccccc3)n2)cc1,1.1,1.3,3,-9,15,-11,-32,6
Cc1nc2nc(SCC(=O)N3CCOCC3)nn2c(C)c1Cc1c(F)cccc1Cl,0.93,0.93,-2,-3,1,7,7,2
Cc1ccc(C)c(NC(=O)CN2C(=O)c3ccccc3C2=O)c1,0.99,1.1,-7,-11,-9,1,-10,-1

# Source: PubChem
